TbREL1 primary – TbREL1 inhibition, primary screen | TbREL1 RNA ligation, FRET fluorescence | inhibition, % at 9.66 µM | 89,000 tested, 0.49% active | AID 1117264;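 active = inhibition above the mean inhibition across all screened compounds plus 3 SD, cut at about 11% in these data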;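 also: 0% = plate median of test wells and 100% = NSC42067 control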
Target sequence (P86926 whole entry, looked up): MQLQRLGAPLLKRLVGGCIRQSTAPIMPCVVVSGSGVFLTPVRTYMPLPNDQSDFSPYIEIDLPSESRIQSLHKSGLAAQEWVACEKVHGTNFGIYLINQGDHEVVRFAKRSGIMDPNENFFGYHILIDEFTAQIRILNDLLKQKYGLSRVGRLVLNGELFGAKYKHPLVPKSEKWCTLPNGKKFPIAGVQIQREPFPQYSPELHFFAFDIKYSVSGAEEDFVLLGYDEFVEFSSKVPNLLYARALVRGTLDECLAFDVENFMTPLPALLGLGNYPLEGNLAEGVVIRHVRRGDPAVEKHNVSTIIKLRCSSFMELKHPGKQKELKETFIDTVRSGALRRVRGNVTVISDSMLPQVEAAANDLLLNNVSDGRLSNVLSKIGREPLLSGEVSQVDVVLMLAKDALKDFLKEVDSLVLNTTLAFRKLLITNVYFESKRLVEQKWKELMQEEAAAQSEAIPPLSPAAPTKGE
An asterisk follows results filed as active. The list is partial (hit frequency here may not be typical).

No.	TbREL1 primary	mol
1	-4.1	COC(=O)[C@]12CCCCC=C1N(Cc1ccc3c(c1)OCO3)C(=O)[C@H](CC(=O)N1CCN(C(=O)c3ccco3)CC1)C2
2	2.3	CCOC(=O)c1ccc(NC(=O)NCc2cccnc2)cc1
3	1.0	C[C@H]1[C@@H](c2ccccc2)OC(O)([C@H](Cc2ccccc2)NC(=O)OC(C)(C)C)CN1C (stereo partly specified)
4	1.7	CC(=O)c1ccccc1NC(=O)COC(=O)C1COc2ccccc2O1 (stereo unspecified)
5	-1.2	CCCCN(C(=O)c1ccc(S(=O)(=O)N(C)C)cc1)c1ccccc1
6	0.8	Cn1cncc1C#Cc1ccc2cc(C3(O)CCCCC3)oc(=O)c2c1
7	0.8	Cc1c(NC(=O)c2cc(-n3cnnc3)ccc2Cl)cccc1-c1nc2ccccc2o1
8	-3.4	N#Cc1c(NC(=O)CSc2ncn(-c3ccccc3)n2)sc2c1CCCC2
9	-2.7	Cc1ccc(-c2nn(-c3ccccc3)cc2/C=N/NS(=O)(=O)c2ccccc2)cc1
10	-4.6	O=C(CSc1nnc(Cc2cccs2)n1-c1ccccc1)Nc1ccccc1-c1ccccc1
11	-4.7	Cc1cccc(C2CC3(CC(C)(C)NC(=S)N3)Oc3cc(O)ccc32)c1 (stereo unspecified)
12	2.3	CC(=O)OCC(OC(C)=O)C(OC(C)=O)C(OC(C)=O)C(=O)Nc1ccc(C)cc1 (stereo unspecified)
13	-0.9	C=Cc1cccc(NC(=O)c2ccc(NC(=O)c3ccco3)cc2)c1
14	-1.6	COc1ccc(C(=O)N(CCc2ccccc2)Cc2ccccc2)cc1S(=O)(=O)N1CCOCC1
15	-1.7	COc1ccccc1C(=O)NCC(=O)OCC(=O)c1ccc(Cl)s1
16	-0.8	Cc1ccccc1S(=O)(=O)N(C)C[C@@H]1OCc2ccccc2-c2c(n(C)c3ccccc23)C(=O)N([C@H](C)CO)C[C@@H]1C
17	1.8	COc1ccc(OCC(=O)NNC(=O)C2CCCO2)cc1 (stereo unspecified)
18	-3.8	COc1ccc(N2CCN(S(=O)(=O)c3cc(C)ccc3OC)CC2)cc1
19	-3.9	Nc1nc2c(s1)CCc1ccccc1-2
20	-1.7	CCCC[C@H]1COCCS(=O)(=O)N1Cc1ccc(F)cc1
21	0.6	O=C(CC1(C(F)(F)F)OCCO1)Nc1ccc2c(c1)OCO2
22	-2.5	COc1ccc2c(c1)C(SCC(=O)NCCc1ccccc1)CC(C)(C)O2 (stereo unspecified)
23	2.7	Nc1ccc(Cl)cc1C(=O)OCC(=O)NC1CCS(=O)(=O)C1 (stereo unspecified)
24	1.6	COc1ccc(S(=O)(=O)N2CCCCC2)cc1NC(=O)CCNC(=O)c1ccc(Br)cc1

Random excerpt: two records from the list, in no set order.
No.	TbREL1 primary	mol
19	-3.9	Nc1nc2c(s1)CCc1ccccc1-2
20	-1.7	CCCC[C@H]1COCCS(=O)(=O)N1Cc1ccc(F)cc1

An excerpt from above in order of formula weight, ascending.
No.	TbREL1 primary	mol
20	-1.7	CCCC[C@H]1COCCS(=O)(=O)N1Cc1ccc(F)cc1
21	0.6	O=C(CC1(C(F)(F)F)OCCO1)Nc1ccc2c(c1)OCO2
23	2.7	Nc1ccc(Cl)cc1C(=O)OCC(=O)NC1CCS(=O)(=O)C1 (stereo unspecified)

More results follow:
No.	TbREL1 primary	mol
25	-2.7	CC1CCc2c(nc3ncnn3c2N2CC(C)OC(C)C2)C1 (stereo unspecified)
26	-0.6	COc1ccc(C2Nc3ccccc3C(=O)N2Cc2ccncc2)cc1COc1ccc(NC(C)=O)cc1 (stereo unspecified)
27	-0.4	Cc1ccc(S(=O)(=O)NC(=O)N(C)C2CCCCC2)cc1
28	-2.6	O=C(NC1=NCCS1)C1Cc2ccccc2CN1C(=O)c1ccccc1 (stereo unspecified)
29	0.9	CCc1ccc2c(F)cccc2n1
30	2.2	Cc1ccc(N(CC(=O)NC2CCCC2)C(=O)CCC(=O)Nc2ccccn2)cc1C
31	5.8	CN(Cc1ccccc1)C(=O)c1ccc2sc([C@H]3C[C@H](O)[C@@H](CO)O3)nc2c1
32	-1.8	C=CCN1C(=O)[C@H](CC(=O)N2CCSCC2)[C@@]2(C(=O)OCC)CCCC=C12
33	1.0	O=C(O)CCCC(=O)N1CCCC1
34	-7.1	CCn1c(SCC(=O)Nc2cc(C)ccc2C)nc2c(c1=O)SC(C)C2 (stereo unspecified)
35	2.2	COC(CNC(=O)C(=O)Nc1ccc2c(c1)N(S(=O)(=O)c1cccs1)CCC2)OC
36	-2.3	COC(C[C@@H](O)[C@@H](C)[C@H](O)COCc1ccccc1)OC
37	5.0	CCn1nnnc1SCC(=O)N(C1CCCCC1)C1CCCCC1
38	0.8	C=CCc1cccc2cc(C(=O)Nc3ccc(NC(C)=O)cc3)c(=O)oc12
39	0.2	CCSc1oc(-c2ccco2)nc1S(=O)(=O)c1ccccc1
40	6.1	O=C(CN1CCOCC1)N1CCN(S(=O)(=O)c2ccccc2)C1c1ccccc1 (stereo unspecified)
41	1.0	Cc1cc(NC(=O)c2cccc(S(=O)(=O)N3c4ccccc4CC3C)c2)no1 (stereo unspecified)
42	1.3	O=C(Nc1ccc(SC(F)F)cc1)c1cccc2nc3ccccc3nc12
43	0.4	Cn1c(=N)n(CC(O)c2cccc3ccccc23)c2ccccc21 (stereo unspecified)
44	-0.7	CC(=O)NCCc1nc2ccccc2[nH]1
45	-0.3	Cc1ccc(OCCNC(=O)C2CC(=O)N(c3ccc(C)cc3)C2)cc1 (stereo unspecified)
46	-2.2	Cc1[nH]n(C)c(=O)c1N=Nc1ccc(S(C)(=O)=O)cc1
47	1.5	CC1(C)C(=O)Nc2ccccc2N1C(=O)CSc1ncccn1
48	0.6	O=C(NNC1CCN(Cc2ccccc2)CC1)c1ccccc1
49	2.1	COc1ccc(-c2noc(CCC(=O)N3CCN(Cc4ccccc4)CC3)n2)cc1
50	-0.8	O=c1[nH]c2c(c(=O)[nH]1)CCC2
51	4.4	COc1ccc(CC(=O)NC2CCCCN(Cc3ccc(Cl)cc3)C2=O)cc1OC (stereo unspecified)
52	-0.6	CN(CC(=O)Nc1ccccc1Br)C(=O)COc1ccc2ccccc2c1
53	-4.2	Cc1ccc(NC(=S)N2CCC(C(N)=O)(N3CCCCC3)CC2)c(C)c1
54	3.7	CC(C)c1ccc(N(C(=O)c2csnn2)C(C(=O)NC2CCCC2)c2cccnc2)cc1 (stereo unspecified)
55	8.8	CCc1cc2c(NCCN3CCCCC3)ncnc2s1
56	-0.3	Nc1nonc1-n1nncc1-c1ccccc1
57	-0.1	Clc1ccc(Cl)c(-c2nn3c(Cn4cnc5ccccc54)nnc3s2)c1
58	-1.1	COc1cccc(C(=O)NC(c2ccccc2)C2CCCC2)c1 (stereo unspecified)
59	1.6	Cc1ccc(Cn2c(SC(C)C(N)=O)nc3ccccc3c2=O)cc1 (stereo unspecified)
60	-1.8	CCOC(=O)CC(NC(=O)C1c2ccccc2Oc2ccccc21)c1ccc(C)cc1 (stereo unspecified)
61	-43.7	Cc1nn(C)c(C)c1N1C(=O)c2cccc3c(N)ccc(c23)C1=O
62	-0.8	COc1ccc(/C=C/c2nc(-c3ccccc3O)n[nH]2)cc1OC
63	1.1	CCOc1ccc(NC(=S)NC(=O)c2c(Cl)cnn2CC)c([N+](=O)[O-])c1
64	0.1	O=C(CCNS(=O)(=O)c1ccccc1)OCC(=O)c1ccc(Cl)cc1

Rewritten as labelled records: entries from further up.
(60) CCOC(=O)CC(NC(=O)C1c2ccccc2Oc2ccccc21)c1ccc(C)cc1 (stereo unspecified)
  TbREL1 primary = -1.8

(64) O=C(CCNS(=O)(=O)c1ccccc1)OCC(=O)c1ccc(Cl)cc1
  TbREL1 primary = 0.1

(62) COc1ccc(/C=C/c2nc(-c3ccccc3O)n[nH]2)cc1OC
  TbREL1 primary = -0.8

(57) Clc1ccc(Cl)c(-c2nn3c(Cn4cnc5ccccc54)nnc3s2)c1
  TbREL1 primary = -0.1

Following part
No.	TbREL1 primary	mol
65	-3.7	CC1CCN(c2ccc(NC(=O)c3ccccc3[N+](=O)[O-])cc2)CC1
66	-1.6	CCc1ccc(N(CC(=O)NC2CCCC2)S(=O)(=O)c2c(C)noc2C)cc1
67	-2.5	COc1ccccc1-c1nc2n(n1)C(c1cccs1)C(C(=O)Nc1cccnc1)=C(C)N2 (stereo unspecified)
68	-0.5	CC(=O)Cc1nsc(Nc2cccc(C)c2)n1
69	-3.3	CCOC(=O)c1ccc(NC(=O)CCNS(=O)(=O)c2ccc3c(c2)oc(=O)n3C)cc1
70	-1.1	CN(Cc1ccc(OC(F)F)cc1)C(=O)c1ccccc1Sc1ccccc1C#N
71	-3.6	C=CCn1c(SCC(=O)NC(=O)NCC(C)C)nnc1C1CCCCC1
72	0.9	O=c1cc(CO)oc(C(Nc2cccc(C(F)(F)F)c2)c2ccccn2)c1O (stereo unspecified)
73	-0.4	CCCCNC(=O)c1ccc(NC(=O)C2CCCO2)cc1 (stereo unspecified)
74	1.7	COc1ccc(C2Nc3ccccc3C(=O)N2Cc2ccco2)cc1COc1ccccc1C (stereo unspecified)
75	4.5	CCOC(=O)[C@H]1[C@H]2COc3cc(OC)ccc3[C@@H]2N2C(=O)CN(Cc3ccccc3)C(=O)[C@@]12C
76	-2.0	COc1ccc(CC(=O)Nc2cccc(S(=O)(=O)N3CCCCCC3)c2)cc1OC
77	-0.3	CN(CCS(=O)(=O)c1ccc(Cl)cc1)Cc1cccnc1
78	-0.8	CCN(CC)S(=O)(=O)c1ccc(C(=O)OCCN2C(=O)CCC2=O)cc1
79	-0.3	C[C@@H]1CCCCO[C@H](CN(C)S(=O)(=O)c2cccs2)[C@@H](C)CN([C@H](C)CO)C(=O)c2cc(NC(=O)Nc3ccc4c(c3)OCO4)ccc2O1
80	-5.2	CC(=O)c1ccc(S(=O)(=O)N(C)C(C)CCc2ccco2)cc1 (stereo unspecified)
81	-0.4	Cc1ccc(OCC(=O)NCCCNC(=O)c2cnccn2)cc1C
82	-1.1	COc1ccc(Cc2c(-c3ccccc3)nc3ccc(Br)cn23)c(C)c1
83	-2.0	Cc1cc(C(=O)CSc2nnc(N)s2)c(C)n1CCc1ccc(F)cc1
84	1.8	O=C(O)C1CCN(C(=O)CSc2nnc3ccccn23)CC1
85	0.2	CCOC(=O)C(Sc1cc(-c2ccccc2)nc2ncnn12)C(C)=O (stereo unspecified)
86	-1.2	CCC(C)(C)n1nnnc1C(c1cc2ccc(OC)cc2[nH]c1=O)N1CCN(C2CCCCC2)CC1 (stereo unspecified)
87	-7.0	COCCn1c(SCC(=O)c2ccc(Cl)cc2)nnc1C(C)C
88	0.1	CSc1ccc(S(=O)(=O)NCC(=O)OCC(=O)NCC2CCCO2)cc1[N+](=O)[O-] (stereo unspecified)
89	1.4	CCS(=O)(=O)n1c(Cc2cccs2)nc2ccccc21
90	-0.3	CCCSc1nnc(NC(=O)c2sc3nc(-c4cccs4)ccc3c2N)s1
91	-2.9	Cc1ccc(CNC(=O)C2CCN(S(=O)(=O)c3ccc4c(c3)OCCCO4)CC2)cc1
92	-0.1	CCN(CC)NC(=O)Nc1ccccc1
93	-0.2	COc1nc(Nc2ccc(O)cc2)nc(OC(C(F)(F)F)C(F)(F)F)n1
94	0.1	O=C(Nc1ccc2c(c1)nc1n2CCSC1)c1ccco1
95	-4.3	Cc1sc2ncnc(SCC(=O)NCC3CCCO3)c2c1C (stereo unspecified)
96	0.0	c1cncc(-c2nn3c(Cn4cnc5ccccc54)nnc3s2)c1
97	-0.7	C=C1N(c2cccc(Cl)c2)C(=O)OC1(C)C
98	0.0	NNC(=O)CNS(=O)(=O)c1ccc([N+](=O)[O-])cc1
99	4.3	CCN(Cc1ccccc1)C(=O)C1C2C=CC3(CN(Cc4ccccc4)C(=O)C13)O2 (stereo unspecified)
100	-2.7	O=C(CSc1nnc(-c2cccnc2)n1Cc1ccco1)N1CCc2ccccc21
101	1.6	COc1cccc(NC(=O)c2cccc(C(=O)Nc3cccc(OC)c3)c2)c1
102	-3.2	COc1ccc(S(=O)(=O)Nc2ccc3c(c2)C(=O)N([C@H](C)CO)C[C@H](C)[C@@H](CN(C)C(=O)Nc2ccc4c(c2)OCO4)O3)cc1
103	1.4	O=C(NC(N1CCOCC1)C(Cl)(Cl)Cl)c1cc([N+](=O)[O-])cc([N+](=O)[O-])c1 (stereo unspecified)
104	3.9	CCCN(C)C1CN(Cc2cn(Cc3ccc(OC)cc3)nn2)S(=O)(=O)C1 (stereo unspecified)
105	0.2	Cc1ccc(C(=O)OCC(=O)Nc2cccc(S(=O)(=O)N3CCCCC3)c2)o1
106	7.6	O=C(O)C1CC=CCC1C(=O)N1CCN(c2nc(-c3ccccc3Cl)c3cc(Br)ccc3n2)CC1 (stereo unspecified)
107	-3.7	CC1=NN(Cc2ccccc2)C(=O)C1C(c1ccncc1)C(C#N)C#N (stereo unspecified)
108	-3.0	CCNC(=O)N1CCCC(C(=O)c2ccc(-c3ccccc3)cc2)C1 (stereo unspecified)
109	3.7	COc1ccc(NC(=O)CS(=O)c2cccc(Cl)c2)cc1 (stereo unspecified)
110	0.2	COc1ccc(NC(=O)c2ccc(S(=O)(=O)N3CCOCC3)o2)cc1
111	-1.7	COc1ccc(C2(c3ccc(OC)cc3)NC(=O)N(CC(=O)NC3(C#N)CCCCC3)C2=O)cc1
112	0.5	Cc1cccn2c(=O)nc(SCC(=O)N3CCOCC3)nc12
113	-6.3	COc1ccc(NC2CCCN(C(=O)c3cccs3)C2)cc1 (stereo unspecified)
114	4.5	COC(=O)c1cn(NC(=O)c2ccc(F)cc2)c(=O)c2ccccc12
115	4.5	Cc1cccc(C(=O)N2CCC(=O)N(C(COCc3ccccc3)Cc3ccccc3)CC2)c1 (stereo unspecified)
116	-6.4	CN(C)c1ccc(/C=N/NC(=O)c2ccc(Cn3cc(Br)cn3)o2)cc1
117	5.7	O=C(OCCCc1cc2ccccc2c(=O)o1)c1ccc2c(c1)OCO2
118	3.9	O=[N+]([O-])c1ccc(NN=Cc2cccc([N+](=O)[O-])c2)cc1
119	-5.7	CCc1nc2c(OCCn3cccc3)cccn2c1N(C=O)Cc1ccc(OC)cc1
120	5.1	CCCc1cc(=O)[nH]c(SCC(=O)N2CCCC2=O)n1

Compound activity as filed in PubChem.
